HT1080 IDH1KD tx = qHTS for induction of synthetic lethality in tumor cells producing 2HG: qHTS for the HT-1080-IDH1KD cell line; HT-1080 IDH1 knockdown viability, ATP luminescence, 48 h; Potency, µM (series often up to 46.1 µM), for the others: at the highest dose activity, negative = toxicity, usual class: cytotoxic; 2% of 360,000 active; AID 686971, 2013;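 further: potency means the concentration at half of the fitted maximal effect; 0% = DMSO wells and -100% = cell-free medium wells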
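In this qHTS, HT-1080 cells depleted of IDH1 are exposed for 48 h at 37 °C to compound titrations. Toxicity is scored from CellTiter-Glo luminescence, with DMSO as full viability and medium alone as none.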
SW480 rerep = A quantitative high throughput screen for small molecules that induce DNA re-replication in SW480 colon adenocarcinoma cells. Potency, µM (series often up to 46.1 µM), for inactives: at the highest dose re-replication activation, most hits filed as activators. SW480 DNA re-replication, Hoechst DNA content imaging, 48 h. 1.8% of 340,000 active; further: potency means the concentration at half of the fitted maximal effect; % of control where 0% means no effect; nearly all actives have a fitted effect of over 55% in size
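Quantitative HTS format with DMSO vehicle controls; 48 hr drug incubation at 37 C, then 40 min Hoechst staining and scanning imager measurement at 405 nm excitation.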
HT1080NT lethal = qHTS for induction of synthetic lethality in tumor cells producing 2HG: qHTS for the HT-1080-NT fibrosarcoma cell line; 1.6% of 360,000 active; Potency, µM (series often up to 46.1 µM), inactives show at the top dose activity, negative = less viability, actives largely listed as cytotoxic; HT-1080-NT fibrosarcoma viability, CellTiter-Glo ATP luminescence, 48 h;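 further: NT is the 2HG producing partner of a matched IDH1 knockdown line; potency means the concentration at half of the fitted maximal effect; 0% = DMSO-treated cells and -100% = media-only wells without cells; nearly all actives have a fitted effect of over 55% in size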
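Fibrosarcoma NT cells, 750 per well in 5% FBS RPMI, were exposed to compound for 48 hours. Viability: CellTiter-Glo luminescence.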
ATXN viability = Viability Counterscreen for Primary qHTS for Inhibitors of ATXN expression | S2 cells (HEK-293 line with an ATXN2-luciferase reporter) viability, CellTiter-Fluor protease fluorescence, 24 h | Potency, µM (titrated, usually from 56.7 µM), actives largely listed as cytotoxic | AID 651635, 2014 | 0.49% of 400,000 active; further: potency means the concentration at half of the fitted maximal effect; nearly all actives have a fitted effect of over 40% in size
MCF10A rereplic = A quantitative high throughput screen for small molecules that induce DNA re-replication in MCF 10a normal breast cells; MCF 10A DNA re-replication, Hoechst nuclear intensity, 48 h; Potency, µM (titrated, usually from 46.1 µM), without a hit: top-dose activity, positive = re-replication, actives largely listed as activators; 2.9% of 350,000 active; further: potency means the concentration at half of the fitted maximal effect; % of control where 0% means no effect; nearly all actives have a fitted effect of over 50% in size
ATXN2 expr inh = Primary qHTS for Inhibitors of ATXN expression. HEK-293 ATXN2-luciferase reporter, luminescence, 24 h. Potency, µM (highest dose often 57 µM), without a hit: at the highest dose activity change, negative = inhibition, usual class: inhibitors. 0.72% of 360,000 active. AID 1745845, 2022; further: potency means the concentration at half of the fitted maximal effect; on the % scale 0 is the no-effect control and ±100 the full control effect; nearly all actives have a fitted effect of over 55% in size
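qHTS (up to 57 uM final) was run with 24 h compound exposure of reporter cells at 37 °C. Each well was multiplexed: SteadyGlo luminescence measured ATXN2-luciferase expression after a fluorogenic Gly-Phe-AFC viability readout (25 uM final).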
KB-3-1 cytotox = qHTS assay for MDR1-selective chemotherapeutics: Primary screen using the parental adenocarcinoma cell KB-3-1 | Potency, µM (top dose mostly 46.1 µM), inactives show top-dose activity change, negative = cytotoxic, actives largely listed as cytotoxic | AID 1347075, 2019 | 1.4% of 400,000 active | KB-3-1 viability, CellTiter-Glo ATP luminescence, 72 h; further: potency means the concentration at half of the fitted maximal effect; on the % scale 0 is the no-effect control and ±100 the full control effect; nearly all actives have a fitted effect of over 60% in size
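Parental KB-3-1 adenocarcinoma cells in phenol-red-free DMEM with 10% FBS were pin-treated with compounds at several concentrations, incubated 72 h at 37 °C, and viability read by CellTiter-Glo luminescence; concentration-effect curves were fitted after normalization.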
IL1B secr inh = qHTS for Inhibitors of Inflammasome Signaling: IL-1-beta AlphaLISA Primary Screen. THP-1 LPS/ATP IL-1B secretion, AlphaLISA, 16 h; stronger effect = lower value. activity change, % at 57.5 µM. 4.7% of 360,000 active. AID 743279, 2014; in the data active means activity change below about -50%; inconclusive means mostly about -30% to -49%; further: on the % scale 0 is the no-effect control and ±100 the full control effect
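Secreted IL-1B measured by AlphaLISA bead assay after 16 h compound exposure of THP-1 cells; compounds (final up to 57.5 uM) added 1 h before LPS (250 ng/mL) and ATP (1.25 mM) stimulation; lower signal means less secretion.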
KB-V1 MDR tox = qHTS assay for MDR1-selective chemotherapeutics: Primary screen using the drug-selected MDR subline cells KB-V1; Potency, µM (series often up to 46.1 µM), without a hit: top-dose activity change, negative = cytotoxicity, hits mostly cytotoxic; KB-V1 MDR cells viability, CellTiter-Glo, 72 h; 3.4% of 400,000 active; AID 1347076, 2019; further: potency means the concentration at half of the fitted maximal effect; on the % scale 0 is the no-effect control and ±100 the full control effect; nearly all actives have a fitted effect of over 60% in size
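KB-V1 cells (P-gp-expressing MDR subline of KB-3-1) in phenol-red-free DMEM with 10% FBS were exposed to library compounds over a concentration series for 72 h at 37 degrees C. Viability read by CellTiter-Glo luminescence; concentration-effect curves fitted after normalization.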
* hit, by the source's call; i = inactive; ? = inconclusive; . = no result given; [ ] = another dose, or the depositor's remark. Unless noted, the call rests on the fitted dose curve; in most records, active means well fitted curve in the direction sought with a large enough effect; inconclusive means small, poorly fitted or top-dose-only effect, or another doubt; inactive means no such curve, though single readings can be large; an effect the other way counts as inactive or inconclusive.

compound	SW480 rerep	MCF10A rereplic	ATXN2 expr inh	HT1080NT lethal	KB-3-1 cytotox	ATXN viability	HT1080 IDH1KD tx	IL1B secr inh	KB-V1 MDR tox
O=C(NC1CCCCC1)c1cc(-c2ccccc2Cl)on1	-1.2%	17.5%	45.3%[activator]	17.1%	23.7%	i	11.3%	23.7	?
Cc1ccnc(SCC(=O)Nc2sc3c(c2C#N)CCC(C(C)(C)C)C3)n1 (stereo not drawn)	-0.8%	?	-8.4%	24.7%	?	i	12.3%	24.5	13µM*
CSc1nc(N)nc(SCCS(=O)(=O)c2ccc(Cl)cc2)c1C#N	?	13µM*	?	?	9.1%	?	11.2µM*	?	?
O=C(NCc1ccccc1)C(c1ccccc1F)N(CC1CCCO1)C(=O)c1ccccn1 (stereo not drawn)	-6.9%	2.9%	11.7%	-1.0%	-1.0%	i	6.8%	0.2	-22.7%
CCCNc1nc2nc3ccccn3c(=O)c2cc1C(=O)NCCN1CCOCC1	11.1%	-0.6%	-6.5%	2.7%	?	i	0.1%	-24.5	?
CCC(=O)Nc1ccc(-c2csc(NNC(C)=O)n2)cc1	5.5%	-2.0%	-9.6%[11.3 µM]	12.8%	23.9%	i	1.4%	1.4	0.4%
CO/N=C(/CS(=O)(=O)c1ccc(C)cc1)c1ccc(OC)cc1	11.0%	-10.0%	0.1%	-1.0%	?	i	-5.5%	-4.2	?
COc1ccc(Cc2nnc(SCC(=O)N(c3ccccc3)C(C)C)n(N)c2=O)cc1	18.7%	22.0%	-1.4%	7.2%	0.9%	?	1.3%	-1.6	0.0%
COC(=O)c1c(NC(=O)CSc2nnc(CNc3ccc(Cl)cc3)o2)sc(C)c1C	-0.2%	1.5%	-24.4%	-29.5%	-17.0%	i	?	-14.7	-1.8%
CCCNC(=O)C1(C)CCN(Cc2ccc(C(=O)OCC)cc2)C1 (stereo not drawn)	.	.	-2.0%	5.0%	0.0%	i	1.7%	41.2	-0.6%
O=C(Nc1ccc(Cl)c(C(=O)N2CCOCC2)c1)c1ccccc1	-5.3%	4.4%	-4.4%	1.6%	6.4%	i	5.9%	26.4	-0.6%
Cc1ccc2nc(NC(=O)CN3C(=O)NC4(CCCCC4)C3=O)sc2c1	-1.3%	7.0%	4.6%	-5.6%	-2.4%	i	?	-0.3	0.0%
COc1ccc2nc(Nc3sc4c(c3C(N)=O)CCCC4)sc2c1	2.6%	?	54.2%[activator]	-12.7%	-7.8%	i	-6.1%	-100.0*	-14.4%
COc1cc(C(=O)N/C(=C\c2cn(C)c3ccccc23)C(=O)NCCN2CCOCC2)cc(OC)c1OC	?	-0.7%	-3.6%	1.6%	-4.3%	i	-2.5%	29.4	-33.8%
CCOC(=O)C1CCCN(C(=O)C2COc3ccccc3O2)C1 (stereo not drawn)	?	11.6%	9.1%	4.4%	-4.2%	i	3.4%	28.2	-3.6%
O=C(NCc1ccco1)c1cccc2c1C(=O)c1ccc(N3CCC(Cc4ccccc4)CC3)cc1S2(=O)=O	?	?	-18.1%	-0.1%	-1.3%	.	-2.2%	33.1	1.6%
CCOC(=O)C1=NN(c2ccc(F)cc2)C2=NC(C)=C(C(=O)OC)C(c3cccs3)N12 (stereo not drawn)	0.2%	1.2%	-2.3%	-0.8%	2.5%	i	-3.9%	-17.4	-17.6%
CC(O)(c1ccccc1)c1nc(-c2cccc(C(F)(F)F)c2)cs1 (stereo not drawn)	.	.	-10.6%	?	0.0%	i	?	-7.2	16.5%
Cc1cccc(OCC(=O)OC(C)C(=O)Nc2ccc(Cl)cn2)c1 (stereo not drawn)	-11.9%	-2.0%	3.7%	-11.3%	8.6%	i	-2.6%	13.2	-0.1%
COc1ccc(S(=O)(=O)N(C)C)cc1NC(=O)CSc1nnc(-c2cccnc2)o1	?	-18.6%	16.1%	14.4%	-4.1%	i	3.7%	5.7	-8.8%
O=C(NCCCNC(=O)c1ccccn1)c1ccc(Br)cc1	-0.8%	9.2%	4.1%	-14.5%	.	i	3.0%	19.9	.
CCc1noc(C)c1C(=O)N1CCCC(N2CCN(c3ccccc3F)CC2)C1 (stereo not drawn)	9.1%	-0.1%	0.9%	2.3%	-0.7%	i	-5.9%	20.1	-13.6%
COc1cc(C(=O)NNC(=O)c2ccccc2Br)ccc1OCC(=O)N1CCOCC1	-6.0%	-2.8%	3.5%	4.3%	9.6%	i	13.6%	3.7	24.5%
CCOc1ccc(NC(=O)c2nnn(-c3ccc(F)c(Cl)c3)c2C)cc1	.	.	-1.2%	.	1.1%	i	.	.	-1.5%
COc1ccc(Cl)cc1NS(=O)(=O)c1ccc(OC)c(OC)c1	-5.9%	0.8%	-3.2%	8.6%	-29.9%	i	-2.2%	25.1	16.4µM*

Gathered by group, the compounds so far containing bromine (2)
compound	SW480 rerep	MCF10A rereplic	ATXN2 expr inh	HT1080NT lethal	KB-3-1 cytotox	ATXN viability	HT1080 IDH1KD tx	IL1B secr inh	KB-V1 MDR tox
O=C(NCCCNC(=O)c1ccccn1)c1ccc(Br)cc1	-0.8%	9.2%	4.1%	-14.5%	.	i	3.0%	19.9	.
COc1cc(C(=O)NNC(=O)c2ccccc2Br)ccc1OCC(=O)N1CCOCC1	-6.0%	-2.8%	3.5%	4.3%	9.6%	i	13.6%	3.7	24.5%

Remaining list, next part:
compound	SW480 rerep	MCF10A rereplic	ATXN2 expr inh	HT1080NT lethal	KB-3-1 cytotox	ATXN viability	HT1080 IDH1KD tx	IL1B secr inh	KB-V1 MDR tox
Cc1cccc(C(=O)Nc2ccccc2SCC2CSc3nc4ccccc4c(=O)n32)c1 (stereo not drawn)	8.0%	18.5%	21.4%	-17.2%	0.0%	?	-29.9%	-4.1	?
Cc1ccc(C(=O)N/N=C\c2ccncc2)s1	-0.4%	0.7%	4.2%	3.7%	20.8%	i	2.1%	0.4	?
COc1ccc2nc(N3C(=O)CC(Cc4ccc(Cl)cc4)C3=O)sc2c1 (stereo not drawn)	-0.6%	2.3%	3.9%	0.3%	-0.3%	i	-2.2%	31.6	-2.2%
COc1cc(OC)cc(C(=O)Nc2ccc(S(=O)(=O)Nc3cnc4ccccc4n3)cc2)c1	-3.8%	-0.6%	-10.5%	-11.6%	15.2%	i	-20.0%	31.6	8.3%
COc1ccc(/C=C2\SC(=O)N(CCNC(=O)Cc3coc4cc(OC)ccc34)C2=O)cc1	12.8%	7.4%	28.5%	-9.8%	?	i	-6.5%	7.3	5.8µM*
CC(c1ccccc1)n1cnc2ccccc2c1=O (stereo not drawn)	-0.9%	-11.1%	1.5%	-1.1%	-11.8%	i	-2.6%	27.3	-22.6%
Cc1ccc(C)c(Sc2ccc(NC(=O)CCl)cc2)c1	25.9%	?	?	-15.7%	20.6µM*	?	-19.0%	-88.2*	?
Cc1c(C(=O)NCC2CCCO2)oc2ccc(S(=O)(=O)N3CC(C)CC(C)C3)cc12 (stereo not drawn)	-4.4%	0.1%	-9.0%	0.0%	?	i	-2.9%	29.9	?
O=C(Nc1ccccc1C(=O)OCc1cc(=O)n2nc(C3CC3)sc2n1)c1ccc(Cl)cc1	.	.	3.4%	.	0.1%	i	.	.	?
COc1ccc(/C(C)=N/NC(=O)c2ccncc2)cc1[N+](=O)[O-]	-2.6%	?	12.7%	-8.2%	1.8%	i	1.4%	32.0	-0.8%
CCOc1ccccc1-n1c(CN2CCN(C(=O)c3ccco3)CC2)nc2ccccc2c1=O	24.0%	3.66µM*	-18.6%	5.62µM*	0.5%	i	10µM*	-102.7*	?
COc1cccc(C2C(C(N)=O)=C(C)Nc3nc(-c4ccccc4Cl)nn32)c1 (stereo not drawn)	-10.6%	0.2%	27.2%	4.1%	10.1%	i	-0.3%	-26.6	18.7%
CSc1ccc(C2C(C(=O)c3ccco3)=C(O)C(=O)N2c2nnc(SC)s2)cc1 (stereo not drawn)	-1.3%	-2.5%	13.1%	2.7%	-6.2%	i	3.8%	45.1	?
Cc1ccccc1C(=O)Nc1cccc(-c2cn3ccccc3n2)c1	-13.1%	12.5%	?	-4.9%	-0.2%	?	-16.8%	-79.9*	?
Cc1ccc(S(=O)(=O)Nc2ccc(NC(=O)c3c(F)c(F)c(F)c(F)c3F)cc2)cc1	0.8%	?	.	-21.8%	?	?	?	0.0	-12.4%
Cc1cc(OCCCN2CCC(C(O)(c3ccccc3)c3ccccc3)CC2)ccc1Br	.	.	31.6µM*	16.4µM*	?	22.4µM*	?	-75.3*	20.6µM*
COc1cc(CN(CCc2c(C)[nH]c3ccc(C)cc23)C(=S)NC(C)(C)C)cc(OC)c1OC	?	-2.9%	-23.1%	-20.3%	?	?	-3.7%	-24.8	?
Cc1ccccc1-c1nc2ccccc2[nH]1	-1.9%	-10.3%	44.1%[activator]	-6.8%	-9.1%	i	-1.7%	-2.7	-3.7%
Cn1c(=O)oc2cc(S(=O)(=O)N3CCCC3)ccc21	-14.5%	10.6%	-10.3%	0.9%	15.4%	.	0.2%	20.6	16.7%
CCOc1ccc(NC(=O)CC2C(=O)N(c3ccc(C)cc3)C(=O)N2C2CCCCC2)cc1 (stereo not drawn)	.	.	15.6%	.	0.7%	i	.	.	0.5%
